KAT2A inh – GCN5L2 (KAT2A) acetyltransferase inhibition; Q92830; GCN5L2 HAT assay, ThioGlo1 CoA-SH fluorescence; Potency, µM (series often up to 58.9 µM), inactives show at the top dose activity change, negative = inhibition, usual class: inhibitors; 0.21% of 390,000 active
Target sequence (Q92830 whole entry, looked up): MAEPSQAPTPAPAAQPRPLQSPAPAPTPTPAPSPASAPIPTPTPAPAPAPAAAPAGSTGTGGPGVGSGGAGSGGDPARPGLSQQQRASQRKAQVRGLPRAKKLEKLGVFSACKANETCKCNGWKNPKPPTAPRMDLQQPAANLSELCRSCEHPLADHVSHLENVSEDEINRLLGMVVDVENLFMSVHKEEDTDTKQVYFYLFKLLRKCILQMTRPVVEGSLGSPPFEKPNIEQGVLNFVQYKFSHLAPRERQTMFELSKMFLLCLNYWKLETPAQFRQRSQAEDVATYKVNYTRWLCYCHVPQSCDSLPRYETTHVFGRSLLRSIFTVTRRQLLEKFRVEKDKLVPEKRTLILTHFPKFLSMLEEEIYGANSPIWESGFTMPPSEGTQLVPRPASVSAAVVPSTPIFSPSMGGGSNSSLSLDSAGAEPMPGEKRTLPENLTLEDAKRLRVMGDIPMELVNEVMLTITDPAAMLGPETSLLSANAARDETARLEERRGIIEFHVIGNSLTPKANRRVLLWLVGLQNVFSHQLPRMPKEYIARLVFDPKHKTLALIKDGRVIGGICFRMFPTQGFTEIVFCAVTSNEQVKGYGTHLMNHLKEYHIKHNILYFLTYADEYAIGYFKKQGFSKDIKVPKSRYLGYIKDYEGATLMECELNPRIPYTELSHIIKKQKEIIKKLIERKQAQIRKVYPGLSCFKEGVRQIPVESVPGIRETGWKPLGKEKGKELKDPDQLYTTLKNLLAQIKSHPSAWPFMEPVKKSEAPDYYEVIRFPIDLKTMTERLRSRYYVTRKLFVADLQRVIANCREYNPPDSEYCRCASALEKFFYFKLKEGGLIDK
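Compounds, pin-transferred from DMSO stocks, meet 20nM GCN5L2 for 15 min before the reaction begins with H3(1-25) peptide (75uM) and acetyl-CoA (70uM). Thiol-reactive ThioGlo1 reports CoA release over 20 min at room temperature.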
DT40 TDP1 no CPT – qHTS for Inhibitors of human tyrosyl-DNA phosphodiesterase 1 (TDP1): qHTS in cells in absence of CPT; DT40 Tdp1-/- hTDP1 cells, no CPT, ATP luminescence, 48 h; Potency, µM (series often up to 46.2 µM), for inactives: top-dose activity change, negative = growth inhibition, actives largely listed as inhibitors; 15% of 420,000 active; AID 686978, 2013; further: nearly all actives have a fitted effect of over 55% in size
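Chicken DT40 Tdp1-/- cells stably complemented with human TDP1 were seeded at 400 cells/well with DMSO in place of 20 nM camptothecin. After compound pinning, cells grew at least 48 hr at 37 °C; viability read by CellTiter-Glo luminescence.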
DT40 TDP1 CPT – DT40-hTDP1 cell growth loss with CPT; 12% of 420,000 active; chicken DT40 Tdp1-/-;hTDP1 cells + 20 nM CPT, ATP luminescence, 48 h; Potency, µM (doses to about 46.2 µM), for inactives: at the top dose activity change, negative = growth inhibition, hits mostly inhibitors; further: nearly all actives have a fitted effect of over 55% in size
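Chicken DT40 Tdp1-/- cells complemented with human TDP1, 400 cells/well, exposed to compounds plus 20 nM camptothecin for at least 48 h at 37 C; viability read as ATP content by CellTiter-Glo luminescence.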
Active calls of the source: *; ? = inconclusive; / = not tested or not shown; & = joins results of further samples; [ ] = dose if it differs, or a comment. The call rests on the fitted dose curve; in most records, active means well fitted curve in the direction sought with a large enough effect; inconclusive means small, poorly fitted or top-dose-only effect, or another doubt; inactive means no such curve, though single readings can be large; an effect the other way counts as inactive or inconclusive. On the % scale 0 is the no-effect control and ±100 the full control effect; potency means the concentration at half of the fitted maximal effect. A portion of the library. The share of hits here may be higher or lower than overall.

entry	SMILES	KAT2A inh	DT40 TDP1 no CPT	DT40 TDP1 CPT
1	O=C(CC1CCCCC1)Nc1ccc(-c2ccc3nncn3n2)cc1	-3%	18µM*	?
2	O=C(NCc1ccco1)c1cc(-c2ccncc2)nc2ccccc12	-3%	-12%	-13%
3	C=CCn1c(C)cc(C(=O)COC(=O)/C=C/c2c(C)nn(C3CCS(=O)(=O)C3)c2Cl)c1C (centres undefined)	2%	-25%	?
4	COc1cc(C(=O)Sc2ccc(Cl)cc2)cc(OC)c1OC	?	12µM*	13µM*
5	Cc1cccc(N=C2NC(=O)CS2)c1C	-18%	4%	-3%
6	CS(=O)(=O)c1ccc(Cl)c(NC(=O)Cc2ccccc2F)c1	4%	?	?
7	CC1(C)N=C(N)NC(Nc2ccc(Cl)cc2)=N1	/	?	-13%
8	CN(N=Nc1cccc([N+](=O)[O-])c1)c1ccccc1	-4%	0%	10%
9	COc1ccccc1CCNC(=O)c1ccc(-c2nc(CSc3ccc(C)cc3)c(C)o2)cc1	-4%	8.2µM*	16µM*
10	CC(=O)Nc1ccc(/C(C)=N/Nc2nc(N3CCOCC3)nc(N3CCOCC3)n2)cc1	-16%	15µM*	?
11	COc1ccc(NC(=O)COc2ccccc2Cl)cc1S(=O)(=O)N1CCCCC1	-15%	-15%	?
12	O=C(NC(c1ccccc1)c1cnccn1)C1CCN(Cc2ccc(Cl)c(Cl)c2)CC1 (centres undefined)	/	13µM*	9.2µM*
13	C(=C\c1ccccc1)/CN1CCN(C(c2ccccc2)c2nnnn2Cc2ccccc2)CC1 (centres undefined)	/	?	29µM*
14	CS(=O)(=O)c1ccc(Cl)c(NC(=O)CNC(=O)c2ccc3c(c2)OCO3)c1	-1%	-2%	-8%
15	Cc1ccc(OCC(=O)NNC(=O)c2cccnc2)cc1	-7%	0%	-16%
16	CCc1ccc(-c2cc3c(=O)n(CC(=O)NCc4ccccc4F)ncn3n2)cc1	?	?	-7%
17	CCCCC(c1nnnn1C1CCCC1)N1CCN(C2CCCCC2)CC1 (centres undefined)	-2%	?	-10%
18	CCOc1ccc(CNC(=O)c2ccc3c(c2)nnn3C2CCCC2)cc1	-2%	-25%	-29%
19	C#CCOCCOCCOCCNc1nc(N2CCN(C(=O)[C@H](CCC(=O)O)n3cc(C(N)Cc4ccc(O)cc4)nn3)CC2)nc(N2CCN(C(=O)[C@H](Cc3cc4ccccc4[nH]3)n3cc(C(N)[C@H](C)CC)nn3)CC2)n1 (some centres undefined)	-8%	-12%	-8%
20	CCC(CCC(=O)Nc1cccc(C(=O)O)c1)C(=O)O (centres undefined)	2%	3%	-1%
21	O=C(C[n+]1cc(-c2ccc(F)cc2)n2c1CCC2)Nc1nc(-c2ccc(F)cc2)cs1	-3%	?	?
22	O=C(Nc1cccc2cccnc12)C1CCCC1	0%	6%	2%
23	COc1ccc(C2=CSC3=NCCN23)cc1	-14%	-7%	12%
24	Cc1nn(-c2ccccc2)c(Cl)c1/C=N/Nc1nncc(=O)[nH]1	-8%	-8%	5%
25	O=C(Nc1ccc(F)cc1)c1cccc(C(=O)Nc2ccc(F)cc2)c1	1%	-24%	-10%
26	COc1ccc(CNC(=O)c2c(O)c3ccccc3n(C)c2=O)cc1	-2%	-6%	6%
27	C/C(CC(=O)Nc1ccc(C)c(Cl)c1)=N\NC(=O)c1ccncc1	-15%	-14%	-4%
28	ClN=C1C=CC=CC1=NCl	/	?	16µM*
29	CCOC(=O)C1C(c2ccc(OC)cc2)N(C)OC1(O)C(F)(F)F (centres undefined)	-3%	-7%	0%
30	O=C(Nc1cccc(O)c1)c1ccccc1[N+](=O)[O-]	-2%	9%	-10%
31	O=C(O)CCC(=O)Nc1ccc(Br)cc1C(=O)c1ccc(Cl)cc1	-1%	6%	-1%
32	O=C(CN1CCN(Cc2ccccc2)CC1)c1ccc(Br)cc1	-7%	-10%	?
33	COc1ccc(NC(=S)Nc2ccc3cn[nH]c3c2)cc1	1%	8%	-20%
34	Cc1ccc(N2C(=O)C3C4C=CC(CC4)C3C2=O)cc1[N+](=O)[O-] (centres undefined)	?	-19%	-1%
35	CC(CCc1ccc(O)cc1)N1CCC(Oc2ccc(C(=O)N3CCCC3)cc2)CC1 (centres undefined)	-16%	-4%	7%
36	Cc1cc(NC(=O)c2ccc(Cl)c([N+](=O)[O-])c2)no1	-4%	?	-10%
37	CCCCNC(=O)C1Cc2cc(S(=O)(=O)N3CCCCC3)ccc2N1C(C)=O (centres undefined)	-23%	0%	-20%
38	CC(C)(C)c1ccc(CNc2cc(N3CCOCC3)ccc2[N+](=O)[O-])cc1	-8%	?	?
39	COCCCn1c(=O)/c(=C\c2ccc(OC(F)F)c(OC)c2)s/c1=C(/C#N)C(N)=O	-15%	?	?
40	C=CCNC(=S)N1CCN(CCN=CC2=C(O)CC(c3ccco3)CC2=O)CC1 (centres undefined)	2%	8%	-15%
41	Cc1ccc(C)c(OCCC(=O)Nc2cccc(S(=O)(=O)NC3=NCCCCC3)c2)c1	-1%	-29%	?
42	O=C(NCc1ccccc1)NC(=O)c1ccccc1	3%	-2%	-1%
43	Nc1cc(OC(=O)c2ccc(F)cc2)nn1S(=O)(=O)c1ccc(F)cc1	-8%	-20%	0%
44	Nc1ccccc1OCCOCCOCCOc1ccccc1N	-5%	-16%	-14%
45	CC(NS(=O)(=O)c1ccc(OCC(=O)NCc2cccnc2)cc1)c1ccccc1 (centres undefined)	3%	-14%	-4%
46	S=C1NC[C@H](c2ccccc2)N1CC1CCCCC1	2%	23µM*	21µM*
47	COc1ccc(C(C(=O)NC2CCCC2)N(Cc2ccccc2)C(=O)CNC(=O)c2ccco2)cc1 (centres undefined)	-6%	-16%	?
48	O=C(OCc1c(Cl)cccc1Cl)c1cccnc1	-5%	8%	0%
49	COc1ccc(S(=O)(=O)N2CN3CCN(C3)C2)cc1OC	-4%	?	?
50	Cc1cccc(-c2nsc(SCC(=O)Nc3ccc4c(c3)OCO4)n2)c1	2%	?	?
51	O=C(CSc1nnnn1-c1ccc2c(c1)OCCO2)N1CCc2ccccc21	-1%	-16%	-19%
52	Cc1ccccc1-c1noc(-c2ccc(N3CCN(c4ccccc4)CC3)c([N+](=O)[O-])c2)n1	-2%	?	?
53	Brc1cnc2nc(SCc3nc4ccccc4[nH]3)[nH]c2c1	-2%	-47%	-28%
54	COc1cccc(N2CCN(C(=S)Nc3cccc(C)c3)CC2)c1	-4%	-16%	?
55	CC(C)NS(=O)(=O)c1ccc(CCC(=O)N2CCOCC2)cc1	-8%	4%	0%
56	COC(=O)c1ccccc1NC(=O)CN1CCC(n2nnc3cc(C(F)(F)F)ccc32)CC1	-3%	-29%	-3%
57	Nc1ccc2c(c1)C(=O)c1ccccc1-2	/	-10%	3%
58	Cc1nc(C)c(-c2csc(Nc3ccc(S(N)(=O)=O)cc3)n2)s1	-4%	?	?
59	Cc1cccc(NC(=O)c2cc(-c3cccnc3)nc3c(C)cccc23)n1	-23%	15µM*	?
60	O=C(NN=C(c1ccccc1)c1ccccn1)c1ccccc1	1%	0.92µM*	1µM*

Given with one line to a screen: part of the list above.
54: COc1cccc(N2CCN(C(=S)Nc3cccc(C)c3)CC2)c1
55: CC(C)NS(=O)(=O)c1ccc(CCC(=O)N2CCOCC2)cc1
screen / no.	54	55
KAT2A inh	-4%	-8%
DT40 TDP1 no CPT	-16%	4%
DT40 TDP1 CPT	?	0%

New compounds follow:
entry	SMILES	KAT2A inh	DT40 TDP1 no CPT	DT40 TDP1 CPT
61	O=C(Nc1ccn(CCCNC2CCN(Cc3ccccc3)CC2)c(=O)n1)OCc1ccccc1	/	18µM*	?
62	O=c1c2cc(Br)ccc2[nH]c(=S)n1Cc1cccnc1	19%	-14%	-22%
63	COc1ccccc1NC(=O)C1CCN(S(=O)(=O)c2ccc3[nH]c4c(c3c2)CCCCC4)CC1	20%	?	?
64	O=C(Cc1cccs1)Nc1cccnc1	-7%	-17%	-13%
65	COc1ccc(CNC(=O)[C@H](C)NC(=O)C2CCN(S(=O)(=O)c3ccc(C)cc3)CC2)cc1	3%	-1%	-24%
66	COc1ccc2c(c1)c1c(c(=O)n(Cc3ccccc3)c(=O)n1CC(=O)NCc1ccccc1Cl)n2C	-3%	0%	6%
67	COc1cccc(C2/C(=C(/O)c3cnn(-c4ccccc4)c3C)C(=O)C(=O)N2CCN(C)C)c1 (centres undefined)	-3%	-3%	3%
68	Cc1ccccc1NC(=S)NCCC(c1ccccc1)c1ccccc1	-11%	?	?
69	Cc1ccc(Cn2c(SCC(=O)N/N=C/c3ccc(C)o3)nc3ccccc32)cc1	-23%	-19%	-17%
70	Cc1oc2ccc(NS(=O)(=O)c3ccc(F)cc3)cc2c1C(=O)O	2%&-2%	-10%	-28%
71	CC(=O)Nc1cccc(NC(=O)CSc2nc(=O)n(Cc3ccccn3)c3c2CCC3)c1	-2%	-25%	7%
72	COC(=O)Cn1c(=NC(=O)c2ccc(S(=O)(=O)N3CCc4ccccc4C3)cc2)sc2cc(OC)ccc21	?	-24%	-27%
73	CCOC(=O)C1(CCCc2ccccc2)CCN(C(=O)[C@@H]2C[C@@H](C)NC(=S)N2)CC1	2%	?	?
74	Cc1ccc(OCCOCCn2c(-c3ccc(Cl)cc3)nc3ccccc3c2=O)cc1	0%	-9%	-18%
75	O=C(Nc1ccc(F)c(Cl)c1)C1CC(=O)N(Cc2ccccc2)C1 (centres undefined)	/	-15%	-20%
76	CC(=O)c1ccc(NC(=O)C[n+]2ccccc2)cc1	-1%	10%	0%
77	CN(C1CCCCC1)S(=O)(=O)Cc1ccccc1	-14%	?	-24%
78	C/C(=N\NC(=O)c1cc(C)nc2ccc(C)cc12)c1ccncc1	0%	-26%	?
79	O=C(N1CCN(c2ccccc2)CC1)C12CC3CC(CC(C3)C1)C2	-4%	?	-18%
80	Cn1c(=O)n(CCCOc2ccc(Br)cc2)c2ccccc21	/	?	0%

Full records as entered above. Order of screens: KAT2A inh	DT40 TDP1 no CPT	DT40 TDP1 CPT
`Cc1ccc(N2C(=O)C3C4C=CC(CC4)C3C2=O)cc1[N+](=O)[O-]` (centres undefined) in the list: ?	-19%	-1%
`COc1ccc(C(C(=O)NC2CCCC2)N(Cc2ccccc2)C(=O)CNC(=O)c2ccco2)cc1` (centres undefined) in the list: -6%	-16%	?

Carrying on:
entry	SMILES	KAT2A inh	DT40 TDP1 no CPT	DT40 TDP1 CPT
81	CCc1ccc(C(=O)CN2C(=O)NC3(CCOc4ccccc43)C2=O)s1 (centres undefined)	-6%	?	-27%
82	CCOC(=O)CSc1cc(C)nc(NC(C)=O)n1	-10%	-15%	-7%
83	CCN(CC)S(=O)(=O)c1cc(C(=O)OCC(=O)c2ccc3c(c2)NC(=O)CO3)ccc1Cl	/	-2%	-15%
84	Cc1nc(OCc2c(C)noc2C)c2ccccc2n1	-7%	-3%	1%
85	CC(=O)c1cccc(NC(=O)Nc2ccccc2)c1	-16%	-14%	-3%
86	Cc1ccccc1C(=O)NCc1nc(-c2ccc(Cl)cc2)no1	-3%	?	?
87	COc1ccc(-n2c(=O)c3ccc(C(=O)NCc4ccc(C)cc4)cc3n(CC(=O)Nc3ccc(F)cc3)c2=O)cc1	-4%	4%	-6%
88	CN(C)CCNC(=S)NC1CCCCC1	-2%	0%	-7%
89	CCCC(=O)Nc1c(C)nn(C(=O)CCC)c1C	/	1%	5%
90	O=C1OC(Cc2ccccn2)C(O)=C1C1=NCCCN1 (centres undefined)	0%	-2%	33%[activator]
91	COCCn1c(SC(C)C(=O)NC2CCCCC2C)nc2ccccc2c1=O (centres undefined)	1%	-30%	-20%
92	Cc1ccc(S(=O)(=O)Nc2ccc(Cl)cc2C(=O)c2ccccc2)cc1	-8%	?	-24%
93	O=C(/C(Cl)=C/Nc1ccc(Br)cn1)C(F)(F)F	-8%	-17%	-9%
94	O=C(CCN1CCOCC1)NCC1COc2ccccc2O1 (centres undefined)	1%	-4%	0%
95	Cc1ccc(-c2noc(-c3cccnc3N(C)Cc3ccc(Cl)cc3)n2)cc1	-1%	-17%	-18%

Some entries already given, limited to DT40 TDP1 CPT.
item	Molecule	DT40 TDP1 CPT
90	O=C1OC(Cc2ccccn2)C(O)=C1C1=NCCCN1 (centres undefined)	33%[activator]
95	Cc1ccc(-c2noc(-c3cccnc3N(C)Cc3ccc(Cl)cc3)n2)cc1	-18%
85	CC(=O)c1cccc(NC(=O)Nc2ccccc2)c1	-3%
86	Cc1ccccc1C(=O)NCc1nc(-c2ccc(Cl)cc2)no1	?
81	CCc1ccc(C(=O)CN2C(=O)NC3(CCOc4ccccc43)C2=O)s1 (centres undefined)	-27%
